Screens from PubChem.
TWEAK-Fn14 inh: inhibitors of TWEAK-Fn14 signaling, primary screen, luciferase reporter cells, uHTS. inhibition, % at 10 µM. TWEAK-stimulated Fn14 reporter cells, luciferase luminescence, 8 h. AID 1159606, 2016. hit rate 2% among 360,000; in the data active = inhibition above about 50%
LMP1 NFkB inh: EBV LMP1-driven NF-kappaB luciferase reporter inhibitors, primary screen, cell-based, luminescence, single point; LMP1-induced NF-kappaB luciferase reporter cells; hit rate 0.69% among 350,000; inhibition, % at 12.5 µM; in the data active = inhibition above about 41%;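 also: 0% = neutral control wells and 100% = reference inhibitor control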
TROY signal inh: inhibitors of TROY-driven NF-kB signaling, primary screen, Q293 LMP1-TROYcd cells, NF-kB luciferase, uHTS | AID 1347056, 2019 | inhibition, % at 10 µM | Q293 LMP1-TROYcd NF-kB luciferase reporter, 4 h | hit rate 0.98% among 360,000;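 active = compounds whose plate-normalised and pattern-corrected inhibition of the luciferase reporter signal at the single screening dose is 50% or more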
NOD2-RIPK2 inh: NOD2-RIPK2 binding disruptors in cells, primary screen, fluorescence, CHO cells, BLA complementation | Receptor-interacting serine/threonine-protein kinase 2 (Homo sapiens), O43353 | CCF4 ratio | inhibition, % at 4.98 µM | hit rate 0.38% among 360,000; in the data active = inhibition above about 21%;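 also: 0% = vehicle only and 100% = reference blocker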
NCOA2 inhibitor: inhibition of GAL4-SRC2 driven luciferase reporter, primary screen, SRC2 inhibitor project, cell-based, luminescence; HEK293 GAL4-SRC2 luciferase reporter; AID 651957, 2012; inhibition, % at 9 µM; hit rate 0.17% among 370,000; Nuclear receptor coactivator 2 (Homo sapiens), Q15596;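 active = inhibition above the mean inhibition of all tested compounds plus 3 SD, set per campaign, cut at about 52% in these data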;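 also: 0% = DMSO treated cells and 100% = cells given Gossypol at 36 µM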
NR2F2 inh: NR2F2 transcriptional activity inhibitors, primary screen, cell-based, luciferase reporter, HEK293T, luminescence | COUP transcription factor 2 (Homo sapiens), P24468 | HEK293T NGFI-A luciferase reporter | inhibition, % at 8.6 µM | hit rate 0.7% among 370,000;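 active = inhibition above a per-plate cutoff, mean inhibition of test wells between control levels plus 3 SD, cut at about 38% in these data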;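 also: cells cotransfected with COUP-TFII expression vector driving the NGFI-A reporter; 0% = median of COUP-TF2 test wells and 100% = reporter-only cells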
NR5A2 inv ag: LRH-1 (NR5A2) inverse agonists, primary screen, cell-based, luminescence, HEK293T, StAR-luciferase reporter; Nuclear receptor subfamily 5 group A member 2 (Homo sapiens), O00482; LRH-1 transfected, 24 h; inhibition, % at 3.6 µM; hit rate 0.13% among 360,000;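 active = inhibition above the mean inhibition of all tested compounds plus 3 SD, cut at about 73% in these data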;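 also: 0% = DMSO wells and 100% = reporter-only cells lacking LRH-1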
SRC3 inh: SRC3 coactivator transcriptional activity inhibitors, primary screen, cell-based, luminescence. HEK293 GAL4-SRC3 luciferase reporter. inhibition, % at 3.6 µM. hit rate 0.17% among 360,000. Nuclear receptor coactivator 3 (Homo sapiens), Q9Y6Q9;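 active = inhibition above a per-campaign cutoff, the mean of all compounds plus 3 SD, cut at about 60% in these data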;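 also: 0% = DMSO-treated cells and 100% = gossypol-treated cells at 36 µM; higher means less SRC3-driven luciferase light from the GAL4 reporter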
Target sequence (Q9Y6Q9 whole entry, looked up, the tested form may be a part): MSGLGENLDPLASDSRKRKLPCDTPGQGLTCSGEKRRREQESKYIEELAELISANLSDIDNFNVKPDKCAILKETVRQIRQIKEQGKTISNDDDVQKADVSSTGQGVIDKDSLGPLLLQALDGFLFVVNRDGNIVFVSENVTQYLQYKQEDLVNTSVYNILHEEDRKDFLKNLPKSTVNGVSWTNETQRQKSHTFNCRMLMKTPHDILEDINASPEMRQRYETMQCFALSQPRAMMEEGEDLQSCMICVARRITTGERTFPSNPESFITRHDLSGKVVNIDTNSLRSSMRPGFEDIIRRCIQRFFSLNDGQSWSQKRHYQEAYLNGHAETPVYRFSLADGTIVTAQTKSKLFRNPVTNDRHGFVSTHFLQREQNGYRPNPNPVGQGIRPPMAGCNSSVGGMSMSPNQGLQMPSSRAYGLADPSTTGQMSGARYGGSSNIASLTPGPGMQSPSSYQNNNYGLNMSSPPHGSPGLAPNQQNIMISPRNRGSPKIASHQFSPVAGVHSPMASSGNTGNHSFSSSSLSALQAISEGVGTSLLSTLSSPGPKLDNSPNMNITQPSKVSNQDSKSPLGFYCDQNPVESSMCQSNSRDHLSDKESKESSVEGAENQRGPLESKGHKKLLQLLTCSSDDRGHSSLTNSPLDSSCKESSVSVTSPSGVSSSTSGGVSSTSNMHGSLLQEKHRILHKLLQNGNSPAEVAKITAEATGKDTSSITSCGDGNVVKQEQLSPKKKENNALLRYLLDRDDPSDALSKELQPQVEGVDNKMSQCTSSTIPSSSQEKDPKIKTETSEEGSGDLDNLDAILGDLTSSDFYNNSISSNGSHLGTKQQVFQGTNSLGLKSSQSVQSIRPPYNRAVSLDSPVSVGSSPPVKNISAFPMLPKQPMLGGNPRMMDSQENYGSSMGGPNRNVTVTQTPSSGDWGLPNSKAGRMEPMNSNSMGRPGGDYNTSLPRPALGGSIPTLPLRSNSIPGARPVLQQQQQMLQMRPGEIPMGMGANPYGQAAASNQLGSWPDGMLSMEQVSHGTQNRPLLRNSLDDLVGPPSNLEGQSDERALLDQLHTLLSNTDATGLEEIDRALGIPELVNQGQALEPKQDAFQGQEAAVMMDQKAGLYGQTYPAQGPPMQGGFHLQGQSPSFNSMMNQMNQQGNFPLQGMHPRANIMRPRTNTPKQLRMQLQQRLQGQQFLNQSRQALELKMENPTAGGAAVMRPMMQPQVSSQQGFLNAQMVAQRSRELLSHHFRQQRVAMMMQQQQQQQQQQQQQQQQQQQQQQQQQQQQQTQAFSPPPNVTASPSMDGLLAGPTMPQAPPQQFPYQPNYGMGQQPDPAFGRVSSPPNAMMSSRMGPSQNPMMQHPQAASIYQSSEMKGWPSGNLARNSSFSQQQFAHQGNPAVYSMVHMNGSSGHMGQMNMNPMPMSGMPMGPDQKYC
NCOA1 inh: SRC1 coactivator transcriptional activity inhibitors, primary screen, cell-based, luminescence. hit rate 0.12% among 360,000. inhibition, % at 3.6 µM. Nuclear receptor coactivator 1 (Homo sapiens), Q15788. AID 588354, 2011. HEK293 GAL4-SRC1 luciferase reporter;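 active = inhibition above the campaign mean plus 3 SD, with each screening campaign given its own cutoff, cut at about 60% in these data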;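 also: 0% = DMSO treated cells and 100% = gossypol at 36 µM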
TLR9-MyD88 block: inhibitors of TLR9-MyD88 association in cells, primary screen, cell-based, CHO, BLA complementation, fluorescence; Toll-like receptor 9 (Homo sapiens) + Myeloid differentiation primary response protein …; CCF4 FRET ratio; inhibition, % at 4.98 µM; hit rate 0.21% among 340,000; AID 504734, 2011;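 active = inhibition above the mean over all tested compounds plus 3 SD, cut at about 21% in these data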;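 also: 0% = DMSO only wells and 100% = clavulanate BLA inhibitor control wells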
TRAIL sens C8: viability loss with TRAIL in NB7+C8 cells, primary screen, TRAIL sensitizer project, cell-based, ATPlite luminescence. hit rate 1% among 360,000. inhibition (viability loss, TRAIL sensitization), % at 10 µM;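 active = compounds causing at least 50% loss of cell viability in the single-dose screen, relative to plate controls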
An asterisk follows results filed as active; nt = not tested or not shown.

Each structure is followed by: TWEAK-Fn14 inh	LMP1 NFkB inh	TROY signal inh	NOD2-RIPK2 inh	NCOA2 inhibitor	NR2F2 inh	NR5A2 inv ag	SRC3 inh	NCOA1 inh	TLR9-MyD88 block	TRAIL sens C8
> Cc1cccc(C)c1OCC(=O)NCc1nnc(SCC(=O)NC2CCCCC2)n1C
    -4	4	-26	2	-6	-3	2	15	3	5	-9
> CCCCn1c(N)c(N(CC(C)C)C(=O)COC(=O)Cc2c(C)nc3ccccc3c2C)c(=O)[nH]c1=O
    9	-3	-5	0	-1	7	-8	0	11	2	24
> O=C(Cc1ccccc1)Nc1ccc(NC(=O)c2ccccc2)c(Cl)c1
    -11	-1	3	5	13	5	-1	0	-11	-10	9
> COc1cc(CC(=O)OCC(=O)Nc2ncc(Cl)cc2Cl)cc(OC)c1OC
    7	-4	19	-1	8	13	-20	1	-20	10	-22
> CC(C)C1C(=O)N(Cc2cn(CC3CCCCC3)nn2)CCS(=O)(=O)N1Cc1ccc(-c2ccc(F)cc2)cc1 (stereo unspecified)
    25	-3	-17	-7	6	16	-13	16	-7	-5	11
> CCCCOc1ccc(C(=O)Nc2ccc(SC(F)F)cc2)cc1OC
    -16	-24	-3	-3	-63	-8	-20	0	-6	-2	-9
> COCCNC(=O)[C@@]1(Cc2ccccc2)C=C[C@@H](C)N1C(C)=O
    -9	-5	-17	-1	-14	-20	-19	-10	-11	-1	-4
> O=C(c1ccc2c(c1)OCCO2)C1CCN(S(=O)(=O)c2ccc(F)cc2)CC1
    -8	-14	11	-5	-12	12	16	0	-15	4	-4
> CC(Sc1ncnc2sc(-c3ccccc3)cc12)C(=O)NCC1CCCO1 (stereo unspecified)
    -53	-9	16	-6	-47	-20	-29	1	2	-4	37
> Cc1ccc(C2=NN(S(C)(=O)=O)C(c3ccc4nccnc4c3)C2)cc1 (stereo unspecified)
    0	-24	-38	-4	-27	-30	-62	-16	-28	6	-1
> CCOC(=O)C1CN(S(=O)(=O)c2ccc(OC)cc2)c2cc(S(=O)(=O)CC)ccc2O1 (stereo unspecified)
    2	2	16	0	2	12	-3	-20	10	7	-10
> CC1CCN(S(=O)(=O)c2ccc3c(c2)N(CC(=O)N(C)Cc2ccco2)C(=O)CO3)CC1
    -5	20	4	-2	-16	3	-10	5	11	-14	-11
> COc1ccccc1OCCn1cc(C(=O)c2ccco2)c2ccccc21
    30	4	10	-1	10	19	5	11	-10	7	8
> CCC(C)NC(=O)CSc1nnc(-c2c[nH]c3ccccc23)o1 (stereo unspecified)
    -14	-7	-9	-18	-46	9	-5	-10	10	1	36
> Cc1nc(C(=O)N(C)C)nn1-c1cc(Cl)ccc1Cl
    4	-2	0	-1	-10	1	15	3	-5	-4	11

Reformatted: 7 of the compounds above.
Structure | TWEAK-Fn14 inh | LMP1 NFkB inh | TROY signal inh | NOD2-RIPK2 inh | NCOA2 inhibitor | NR2F2 inh | NR5A2 inv ag | SRC3 inh | NCOA1 inh | TLR9-MyD88 block | TRAIL sens C8
Cc1cccc(C)c1OCC(=O)NCc1nnc(SCC(=O)NC2CCCCC2)n1C | -4 | 4 | -26 | 2 | -6 | -3 | 2 | 15 | 3 | 5 | -9
CCCCn1c(N)c(N(CC(C)C)C(=O)COC(=O)Cc2c(C)nc3ccccc3c2C)c(=O)[nH]c1=O | 9 | -3 | -5 | 0 | -1 | 7 | -8 | 0 | 11 | 2 | 24
O=C(Cc1ccccc1)Nc1ccc(NC(=O)c2ccccc2)c(Cl)c1 | -11 | -1 | 3 | 5 | 13 | 5 | -1 | 0 | -11 | -10 | 9
COc1cc(CC(=O)OCC(=O)Nc2ncc(Cl)cc2Cl)cc(OC)c1OC | 7 | -4 | 19 | -1 | 8 | 13 | -20 | 1 | -20 | 10 | -22
CC(C)C1C(=O)N(Cc2cn(CC3CCCCC3)nn2)CCS(=O)(=O)N1Cc1ccc(-c2ccc(F)cc2)cc1 (stereo unspecified) | 25 | -3 | -17 | -7 | 6 | 16 | -13 | 16 | -7 | -5 | 11
CCCCOc1ccc(C(=O)Nc2ccc(SC(F)F)cc2)cc1OC | -16 | -24 | -3 | -3 | -63 | -8 | -20 | 0 | -6 | -2 | -9
COCCNC(=O)[C@@]1(Cc2ccccc2)C=C[C@@H](C)N1C(C)=O | -9 | -5 | -17 | -1 | -14 | -20 | -19 | -10 | -11 | -1 | -4

Carrying on.
Each structure is followed by: TWEAK-Fn14 inh	LMP1 NFkB inh	TROY signal inh	NOD2-RIPK2 inh	NCOA2 inhibitor	NR2F2 inh	NR5A2 inv ag	SRC3 inh	NCOA1 inh	TLR9-MyD88 block	TRAIL sens C8
> CCOC(=O)N1CCN(C(=O)C(=O)Nc2sc3c(c2C(N)=O)CC(C)(C)OC3)CC1
    -46	-2	19	-3	-24	16	-7	2	-44	-7	9
> Cc1ccc(S(=O)(=O)N(CC(=O)Nc2cccnc2)c2cccc([N+](=O)[O-])c2)cc1
    17	-5	-3	2	-21	-11	-9	-29	5	8	19
> COc1ccc(Cl)cc1NC(=O)COC(C)=O
    4	-16	17	-22	25	-17	12	4	4	-24	-9
> O=C(Nc1cccc(S(=O)(=O)N2CCOCC2)c1)C1CCN(S(=O)(=O)c2ccccc2)CC1
    3	2	12	4	-3	-12	-4	9	2	3	16
> Cc1nn(-c2ccccc2)c(Cl)c1/C=C1\SC(=S)N(CCCCCC(=O)O)C1=O
    -3	-9	26	7	28	-6	6	6	-9	4	9
> COCCNC(=O)C(C)N(c1ccc(OC)cc1)S(C)(=O)=O (stereo unspecified)
    7	3	-7	0	-4	5	-2	5	1	2	-3
> Clc1ccc(-c2cc(C3CCNCC3)[nH]n2)cc1
    8	6	-7	4	-14	12	1	-11	-40	8	-2
> O=C1C2C(C(=O)N1c1ccc3c(c1)OCO3)C1C=CC2C12CC2 (stereo unspecified)
    -11	1	5	-8	-9	-11	2	-1	1	5	6
> COc1ccc(C/C(C)=N/NC(=S)Nc2ccccc2)cc1
    -26	-26	-47	-5	-28	-20	-88	-69	-62	4	7
> CCCn1c(SCC(=O)Nc2nnc(C)s2)nnc1C1CC1
    -3	-8	16	-8	-31	-7	-13	7	-27	-4	-8
> Cn1cccc1CNC(=S)Nc1ccccc1Cl
    -2	-7	-19	-15	21	-6	-8	0	-12	-1	1
> Cc1cccc(C)c1NC(=O)CN(C)C(=O)c1cc(S(=O)(=O)N2CCOCC2)ccc1N1CCCC1
    0	3	11	-4	-12	5	2	4	-25	-3	-16
> C[C@@H]1CN([C@H](C)CO)C(=O)CCCn2cc(nn2)CO[C@H]1CN(C)C(=O)C1CCCCC1
    2	nt	-9	1	4	-8	11	14	-13	nt	-6
> CC(CCc1ccccc1)NC(=O)c1cccnc1 (stereo unspecified)
    8	4	-6	6	7	-24	-4	-5	-6	-8	9
> Fc1ccc(/C=N/NC(=S)Nc2cccnc2)cc1
    -1	4	-45	-4	24	-20	-19	-11	-18	-6	10
> COc1ccc(C2CC(c3cccs3)=NN2C(=O)c2ccco2)cc1OC (stereo unspecified)
    -13	nt	-27	0	-1	-16	9	7	11	nt	-21
> COc1cccc(OC)c1C(=O)Nc1c(C(=O)N2CCN(C)CC2)oc2ccccc12
    15	0	8	-7	-8	7	11	-1	-2	2	11
> COc1cc2cc(C(=O)O)[nH]c2c(OC)c1OC
    5	0	-3	-18	-3	0	-12	0	7	-2	-8
> CC(C)(C)c1ccc(C(=O)NNC(=O)CCC(=O)Nc2ccccc2)cc1
    -11	37	-25	-2	-32	-26	-19	-15	2	-4	-17
> CCNc1nc(NCC)nc(SCCOC(=O)Nc2ccccc2)n1
    2	-1	1	2	-32	-2	-30	-19	-21	1	11
> COc1ccc(/C=C\C(=O)O[C@@H]2C(O)C(O[C@@H]3OC(C)[C@H](O[C@@H]4OCC(O[C@H]5O[C@H](CO)[C@@H](O)C(O)C5O)C(O)C4O)C(O)C3O)[C@H](OC(=O)[C@]34CCC(C)(C)C[C@@H]3C3=CCC5[C@@]6(C)CC(O)C(O[C@@H]7OC(CO)C(O)[C@H](O)[C@H]7O)[C@@](C)(C(=O)O)C6CC[C@@]5(C)[C@]3(CO)CC4)O[C@H]2C)cc1 (stereo partly specified)
    3	-79	-8	13	nt	nt	6	20	-3	24*	3
> O=C(c1cc(-c2ccccc2Cl)on1)N1CCN(C(=O)c2ccco2)CC1
    -7	-1	4	-7	-34	-6	-16	-31	-6	-2	-7
> O=C(Nc1ccc(Cc2ccncc2)cc1)c1ccc(S(=O)(=O)N2CCOCC2)cc1
    46	-9	30	6	9	41*	25	26	24	4	18
> O=C(NNC(=O)c1cccc(S(=O)(=O)Nc2ccccc2F)c1)c1ccncc1
    16	8	-20	-17	-33	-1	-3	6	-14	4	0
> CC(=O)Nc1cc(C(=O)OCc2cccc([N+](=O)[O-])c2)ccc1C
    6	-6	-11	-4	-13	-11	-18	12	-10	-30	5
> CCN(CC)C(=O)OCCc1cc2ccccc2c(=O)o1
    -19	-4	-6	-2	-7	-18	-8	-17	-4	-4	-2

The list is partial; count on the stated rates, not on these rows.
